TRPC6 activator = mouse TRPC6 channel activators, primary screen, cell-based, HEK293, membrane potential dye. HEK293-TRPC6 membrane potential dye fluorescence; active compounds read high. B-score at 10 µM. 310,000 compounds, 0.13% hits. AID 2550, 2010;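 active = B-score of the integrated fluorescence ratio above library mean plus 3 SD, and starting fluorescence ratio within library mean plus 5 SD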;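 also: higher score means more depolarization so channel activation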
SKKanGAS inh = S. pyogenes SKKanGAS growth inhibitors in kanamycin, primary screen, streptokinase expression inhibitor project, SKKanGAS strain, BacTiter-Glo luminescence | 6 h | inhibition, % at 7.5 µM | 300,000 compounds, 1.3% hits;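 active = mean replicate score, as percent of positive control median, at least 50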;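 also: strain carries kanamycin resistance gene driven by streptokinase promoter and grows in 40 µg/ml kanamycin; loss of luminescence reflects streptokinase promoter inhibition or plain growth inhibition; 0% = median of DMSO wells and 100% = positive control at its reference dose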
TRPC4 potent = positive allosteric modulators of TRPC4, primary screen, cell-based, mouse TRPC4beta, HEK293 mu-opioid, Fluo-4 calcium; DAMGO EC20, Fluo-4 Ca2+ flux; active compounds read high; B-score at 10 µM; 310,000 compounds, 0.42% hits;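 active = B-score of calcium response area above 5 SD of library B-scores, with initial fluorescence ratio within 5 SD of library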;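 also: B-score of integrated fluorescence ratio over time as area under calcium response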
HIF activator = HIF pathway transcriptional activators, primary screen, cell-based, U2OS HRE-luciferase, luminescence. U2OS HRE-luciferase reporter; normalized: DMSO 0%, desferrioxamine 100%. activation, % at 7.5 µM (by protocol). 300,000 compounds, 0.32% hits;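 active = mean activation of at least 10% of the iron chelator positive control signal, with at least half of replicates also reaching 10%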
TRPC6 inhibitor = mouse TRPC6 channel inhibitors, primary screen, cell-based, HEK293, membrane potential dye; Short transient receptor potential channel 6 (Mus musculus), Q61143; ACh-evoked depolarization; active compounds read low; B-score at 10 µM; 310,000 compounds, 1.1% hits; AID 2553, 2010;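 active = B-score under library mean minus 3 SD, initial fluorescence not abnormally high, positive integrated signal ratio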;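 also: B-score derived from integrated fluorescence ratio over the kinetic read; more negative B-score means stronger inhibition of depolarization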
TRPC4 inh = inhibitors of mouse TRPC4 channel, primary screen, Fluo4 calcium, HEK293 TRPC4beta/mu-opioid cells. B-score at 10 µM. 300,000 compounds, 0.39% hits. DAMGO-evoked Fluo4 calcium flux; active compounds read low;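 active = B-score over 3 SD under the library average, no early fluorescence shift, positive overall ratio signal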
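Assay system: TRPC4beta/mu-opioid receptor HEK293 cell line; compound dosing: single concentration per test compound; detection: Fluo4 Ca2+ flux fluorescence; evaluation: per-well B score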
MrgX1 antagonist = antagonists of human MrgX1 receptor, primary screen, HEK293 cells, Fluo-4 calcium flux; BAM8-22 antagonism; active compounds read low; B-score at 10 µM; 310,000 compounds, 1.3% hits;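 active = calcium-response B-score plate-corrected more than 3 library SD below zero, starting fluorescence within 5 deviations, no agonist response on first addition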;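 also: peak minus trough fluorescence over baseline after final BAM8-22 challenge near maximal dose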
Target sequence (Q96LB2 whole entry, looked up): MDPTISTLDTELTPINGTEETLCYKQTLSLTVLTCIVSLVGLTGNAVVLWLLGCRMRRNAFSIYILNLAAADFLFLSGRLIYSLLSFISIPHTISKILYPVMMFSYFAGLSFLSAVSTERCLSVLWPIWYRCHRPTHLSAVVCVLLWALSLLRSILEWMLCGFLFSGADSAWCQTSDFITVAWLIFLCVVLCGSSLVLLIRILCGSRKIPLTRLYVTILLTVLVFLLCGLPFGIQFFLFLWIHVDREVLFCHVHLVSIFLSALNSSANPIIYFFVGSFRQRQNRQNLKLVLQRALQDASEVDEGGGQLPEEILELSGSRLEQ
KLF5 inhibitor = KLF5 expression inhibitors, primary screen, DLD-1 cells, luminescence; DLD-1 KLF5 promoter-luciferase reporter; inhibition, % at 5 µM; 290,000 compounds, 0.23% hits;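 active = inhibition above a per-plate limit of that plate's mean compound inhibition plus 3 SD, cut at about 60% in these data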;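 also: 0% = DMSO wells and 100% = LY294002 at 200 µM; higher means less KLF5 promoter-driven luciferase light; inactives centre near -14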
IEC-6 cytotox = cytotoxicity in IEC-6 intestinal epithelial cells, primary screen, cytotoxicity control for KLF5 inhibitor project, cell-based, luminescence. AID 1825, 2009. IEC-6 cytotoxicity, luminescence viability. 290,000 compounds, 0.78% hits. inhibition, % at 5 µM; in the data active = inhibition above about 22%;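 also: 0% = plate median of test compound wells and 100% = cytotoxic reference compound wells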
aSyn 5UTR inh = MLPCN primary screen, SNCA 5' untranslated region; 300,000 compounds, 0.82% hits; AID 1813, 2009; alpha-synuclein 5'UTR reporter, inhibitor activity; inhibition, % (tested at 7.5 µM); in the data active = inhibition above about 60%;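 also: H4 neuroglioblastoma cells stably carrying SNCA 5'UTR luciferase fusion; 0% = DMSO wells and 100% = positive control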
TRPC4 act = activators of mouse TRPC4 channel, primary screen, Fluo4 calcium, HEK293 TRPC4beta/mu-opioid cells; Fluo4 calcium fluorescence; active compounds read high; B-score at 10 µM; Short transient receptor potential channel 4 (Mus musculus), Q9QUQ5; 310,000 compounds, 0.49% hits;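 active = B-score above 5 SD of library B-scores, and initial fluorescence ratio not above library mean plus 5 SD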;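 also: positive B-score marks a calcium rise read as TRPC4 activation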
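Assay system – TRPC4beta and mu-opioid receptor HEK293 stable cells · Measured by – Fluo4 fluorescence, kinetic · Schedule – dye loading 45 min room temperature, 110 s kinetic read · Read-out – B-scored integrated calcium fluorescence ratio · Controls – buffer and maximal DAMGO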
* hit, by the source's call; i = inactive; · = no result given. Not a hit list; about 5.8% have a hit in one of these screens.

SMILES	TRPC6 activator	SKKanGAS inh	TRPC4 potent	HIF activator	TRPC6 inhibitor	TRPC4 inh	MrgX1 antagonist	KLF5 inhibitor	IEC-6 cytotox	aSyn 5UTR inh	TRPC4 act
CC(C)(C)OC(=O)c1c(N)n(CCCN2CCCC2=O)c2nc3ccccc3nc12	i	2	i	0.2	i	i	i	-24	-15	-2	i
Cc1cc(=O)[nH]c(SCC(=O)Nc2ccccc2C)n1	i	-3	i	-0.4	i	i	i	-2	-6	-23	i
Cc1cccn2c(=O)c(C(=O)NC3CCCCC3C)c(O)nc12 (stereo not drawn)	i	8	i	2.0	i	i	i	·	·	-7	i
COc1cccc(-n2c(CNc3ccc(F)cc3)nnc2SCC(N)=O)c1	i	-2	i	-0.2	i	i	i	11	3	4	i
O=C(Cc1ccc(Cl)cc1)Nc1ccc(Br)cc1	i	-3	i	1.6	i	i	i	-25	-4	-67	i
Cc1ccccc1NC(=O)NCc1cccnc1	i	2	i	0.0	i	i	i	·	·	3	i
O=C(CCSCCc1ccncc1)NCCCN1CCOCC1	i	-1	i	-0.4	i	i	i	3	-3	5	i
COc1ccccc1N1CCN(C(=O)COc2ccc(Cl)cc2)CC1	i	-19	i	-0.2	i	i	i	-27	2	21	i
CCOC(=O)C1(CCOc2ccccc2)CCN(Cc2cc(OC)cc(OC)c2)CC1	i	-6	i	-13	i	i	i	-43	3	-44	i
CC(C)c1csc(CN2CCC(CO)(Cc3cccc(F)c3)CC2)n1	i	-3	i	-0.3	i	i	i	-45	-3	-4	i
Cc1ccc(Nc2nc(-c3ccncc3)cs2)cc1	i	-8	i	2.1	i	i	·	-93	27*	-331	i
CCCCOC(=O)C(C#N)c1nc2ccccc2nc1N1CCOCC1 (stereo not drawn)	i	-2	i	-0.5	i	i	i	-16	-5	-11	i
Cc1ccc2[nH]c(=O)c(CN(Cc3cccnc3)C(=S)NCCCN(C)C)cc2c1	i	10	i	-0.7	i	i	i	-7	6	-42	i
CCN1CCN(C(=O)Cn2ncc3c([nH]c4ccccc43)c2=O)CC1	i	4	i	0.2	i	i	i	-17	0	-6	i
Cc1ccc(C)c(N2CCN(CCN3CCCCC3)CC2)c1	i	7	i	1.1	i	i	i	-48	5	-15	i
Cc1cccc(N2C(=O)C(Cl)=C(Nc3c(C)n(C)n(-c4ccccc4)c3=O)C2=O)c1C	i	0	i	·	i	i	i	-25	0	4	i
O=C(Nc1ccncc1)c1sc2ccccc2c1Cl	i	-9	i	4.2	i	i	i	-48	7	-97	i
COc1ccc(NC(=O)C(=O)Nc2cccc3ccccc23)c(OC)c1	i	-4	i	0.6	i	i	i	-12	9	-45	i
Cc1cc(C)nc(NS(=O)(=O)c2ccc(N3Cc4ccccc4C3=O)cc2)n1	i	2	i	-0.2	i	i	i	-1	0	26	i
CN(C)c1ccc(P(=O)(CC(=O)N/N=C/c2ccc(C#N)cc2)OCCCl)cc1 (stereo not drawn)	i	10	i	-1.4	i	i	i	-35	-4	22	i
COc1ccc(-n2c(Cc3cccn3C)nnc2SCC(=O)Nc2nc(C)cs2)cc1	i	-5	i	-0.2	i	i	i	-25	-2	11	i
CC(C)(C)OC(=O)N1Cc2ccccc2C[C@H]1C(=O)O	i	8	i	0.1	i	i	i	-7	-1	20	i
COc1ccc(-c2ccc(SCC(=O)N3CCOCC3)nn2)cc1OC	i	3	i	0.1	i	i	i	-9	-2	11	i
Clc1ccc(-c2nnc3n2CCCC3)cc1Cl	i	-3	i	-0.8	i	i	i	-41	-2	15	i
O=C1CCCC2=C1C(c1ccc3c(c1)OCO3)c1c([nH]n(-c3ccccc3)c1=O)N2 (stereo not drawn)	i	6	i	0.2	i	i	i	-8	-1	10	i

Remaining list, next part:
SMILES	TRPC6 activator	SKKanGAS inh	TRPC4 potent	HIF activator	TRPC6 inhibitor	TRPC4 inh	MrgX1 antagonist	KLF5 inhibitor	IEC-6 cytotox	aSyn 5UTR inh	TRPC4 act
CCN(Cc1ccccc1)C(=O)COC(=O)CNS(=O)(=O)c1ccc(C)cc1	i	2	i	-0.2	i	i	i	13	-6	-13	i
CCNC(=S)N/N=C(\C)c1ccc(N2CCOCC2)cc1	i	-4	i	0.1	i	i	i	-14	5	-30	i
Cc1ccccc1C(=O)Nc1ccccc1NC(=O)c1ccccc1C	i	1	i	-1.2	i	i	i	-16	-2	2	i
COc1ccc2c(c1OC)C(=O)OC2CC(=O)c1ccc(O)c(O)c1 (stereo not drawn)	i	0	i	-0.4	i	·	i	-6	-3	4	i
C=CCn1cc(-c2ccc(Cl)cc2)cc(C#N)c1=O	i	-5	i	-0.2	i	i	i	-5	0	17	i
Clc1ccccc1-c1nc(-c2ccc(Br)o2)no1	i	3	i	0.7	i	i	i	-193	8	-45	i
CC(C)OC(=O)c1c(NC(=O)c2cccs2)sc2c1CCCC2	i	13	i	0.0	i	i	i	-7	3	-3	i
Cc1ccc2c(c1)C(O)(C1COC(C)(C)CC1=O)C(=O)N2C (stereo not drawn)	i	-2	i	0.0	i	i	i	-23	4	-2	i
CC(Oc1ccccc1)c1ccnc2nc(N3CCOCC3)nn12 (stereo not drawn)	i	-10	i	0.0	i	i	i	-15	6	21	i
CC1Cc2cc(/C(O)=C3/C(=O)C(=O)N(CCCn4ccnc4)C3c3ccncc3)ccc2O1 (stereo not drawn)	i	1	i	0.0	i	i	i	-35	-4	8	i
COc1ccccc1C(CNC(=O)c1cccc(NS(=O)(=O)c2ccc(Br)cc2)c1)N(C)C (stereo not drawn)	i	-12	i	-3.1	-5.6*	i	i	·	·	-4	i
CC(C)CCN1C(=O)CCC1(C)C(=O)NC1CCCCCCC1 (stereo not drawn)	i	-7	i	0.4	i	i	i	-17	5	-17	i
O=C(NCc1ccccc1)/C(NC(=O)c1ccccc1)=C(/Sc1ccccn1)c1ccccc1	i	-4	i	0.0	i	i	i	17	0	19	i
O=C(CCc1ccccc1)Nc1ccccc1C(F)(F)F	i	6	i	0.1	i	i	i	-26	-1	-14	i
CCNC(=S)N1CC(C)OC(C)C1 (stereo not drawn)	i	6	i	-0.1	i	i	i	-4	-2	28	i
O=C(NC1CCCC1)C(c1ccccn1)N(Cc1ccc(F)cc1)C(=O)c1csnn1 (stereo not drawn)	i	-3	i	0.3	i	i	i	-32	-4	7	i
Cc1ccccc1NC(=O)CCCn1nc(C)c2c(C)n(-c3ccccc3)nc2c1=O	i	0	i	0.8	i	i	i	-24	10	17	i
O=C(O)C1C2C=CC(C2)C1C(=O)NC(c1ccccc1)c1ccccc1 (stereo not drawn)	i	-3	i	-0.1	i	·	i	-20	3	-8	i
CC(=O)/C(=N\Nc1ccccc1)Oc1ccc([N+](=O)[O-])cc1	i	2	i	-0.2	i	i	i	-4	0	4	i
O=C(Cc1ccccc1)Nc1ccc(NC(=O)C2CC2)nc1	i	-1	i	-0.8	i	i	i	-5	1	2	i
CCOC(=O)c1sc(NC(=O)/C=C/c2ccc(F)cc2)nc1C	i	-14	i	-0.1	i	i	i	-20	-2	-21	i
C=CCNC(=S)NNC(=O)c1ccccc1OCC	i	-2	i	-0.5	i	i	i	-23	-1	-16	i
CCCN1C2=NCCCN2c2ccccc21	i	-4	i	-0.2	i	i	i	-1	0	-13	i
COc1cc2c(cc1OC)CN(CC(=O)Nc1ccc(S(=O)(=O)N3CCCC3)cc1)CC2	i	2	i	-0.8	i	i	i	-27	-6	13	i
CC1(C)Cc2c(sc3nc[nH]c(=O)c23)CO1	i	-12	i	0.0	i	i	i	-26	-4	10	i

The list continues:
SMILES	TRPC6 activator	SKKanGAS inh	TRPC4 potent	HIF activator	TRPC6 inhibitor	TRPC4 inh	MrgX1 antagonist	KLF5 inhibitor	IEC-6 cytotox	aSyn 5UTR inh	TRPC4 act
COc1ccc2c(c1)c(=O)c(C(=O)c1ccc(F)cc1)cn2CC(=O)Nc1ccc(F)cc1	i	3	i	0.2	i	i	i	9	-2	22	i
COc1ccccc1/C=C/C(=O)NCC(=O)N/N=C(\CCC(=O)O)c1ccccc1	i	-3	i	-0.3	i	i	i	-37	1	9	i
O=C(CNC(=O)c1cc2ccccc2o1)NCc1cccs1	i	·	i	·	i	i	i	-11	-6	·	i
COc1cc(C(=O)Nc2cccc(-c3cn4cccnc4n3)c2)cc(OC)c1OC	i	-12	i	-1.0	i	i	i	-16	-3	2	i
O=C(C1CCCO1)N1CCC(c2nc3ccccc3[nH]2)CC1 (stereo not drawn)	i	4	i	-0.5	i	i	i	9	-5	-15	i
CCS(=O)(=O)N1CCN(c2ccc(Cl)cc2[N+](=O)[O-])CC1	i	-18	i	-0.2	i	i	i	8	2	22	i
COc1cc(C(=O)NNC(=O)NC2CCCCC2)cc(OC)c1OC	i	11	i	-0.3	i	i	i	-9	0	20	i
O=C(O)CNC(=O)C1CCCN1C(=O)CNC(=O)OCc1ccccc1 (stereo not drawn)	i	-2	i	0.3	i	i	i	-22	6	3	i
Cc1ccc(-n2c(N)c(C(=O)N3CCOCC3)sc2=S)cc1	i	0	i	0.1	i	i	i	2	1	-15	i
O=C(c1ccccn1)N(CC1CCCO1)C1(C(=O)NC2CCCCC2)CCCCC1 (stereo not drawn)	i	-2	i	0.2	i	i	i	-13	4	-11	i
COc1ccc(C(C)(C)C)cc1NC(=O)COC(=O)C(C)C	i	8	i	-0.3	i	i	i	-37	0	-6	i
Cc1ccc(S(=O)(=O)N2CCOCC2)cc1C(=O)O	i	-2	i	-0.3	i	i	i	3	-6	27	i
COc1nc(OC)nc(N2CCC(C(=O)NCc3ccc(F)cc3)CC2)n1	i	-7	i	-0.2	i	i	i	-24	-4	22	i
N#CC1(NC(=O)COC(=O)c2ccccc2[N+](=O)[O-])CCCCC1	i	5	i	0.8	i	i	i	·	·	-7	i
COc1ccc(S(=O)(=O)CCc2nc3ccccc3s2)cc1	i	-8	i	-0.1	i	i	i	-14	3	-20	i

Pulled by structure from the list above, two records:
SMILES	TRPC6 activator	SKKanGAS inh	TRPC4 potent	HIF activator	TRPC6 inhibitor	TRPC4 inh	MrgX1 antagonist	KLF5 inhibitor	IEC-6 cytotox	aSyn 5UTR inh	TRPC4 act
Cc1cc(C)nc(NS(=O)(=O)c2ccc(N3Cc4ccccc4C3=O)cc2)n1	i	2	i	-0.2	i	i	i	-1	0	26	i
COc1cc(C(=O)NNC(=O)NC2CCCCC2)cc(OC)c1OC	i	11	i	-0.3	i	i	i	-9	0	20	i
